BLM helicase inh: Bloom syndrome helicase (human) inhibition; P54132; recombinant BLM DNA unwinding, fluorescence dequenching; Potency, µM (highest dose often 56.1 µM), inactives show top-dose activity change, negative = inhibition, most hits filed as inhibitors; 0.2% of 350,000 active; AID 2528;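 note: potency is the fitted concentration of half-maximal effect; plate controls were vehicle for no effect and no enzyme for full effect; nearly all actives have a fitted effect of over 35% in size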
Target sequence (P54132 whole entry, looked up): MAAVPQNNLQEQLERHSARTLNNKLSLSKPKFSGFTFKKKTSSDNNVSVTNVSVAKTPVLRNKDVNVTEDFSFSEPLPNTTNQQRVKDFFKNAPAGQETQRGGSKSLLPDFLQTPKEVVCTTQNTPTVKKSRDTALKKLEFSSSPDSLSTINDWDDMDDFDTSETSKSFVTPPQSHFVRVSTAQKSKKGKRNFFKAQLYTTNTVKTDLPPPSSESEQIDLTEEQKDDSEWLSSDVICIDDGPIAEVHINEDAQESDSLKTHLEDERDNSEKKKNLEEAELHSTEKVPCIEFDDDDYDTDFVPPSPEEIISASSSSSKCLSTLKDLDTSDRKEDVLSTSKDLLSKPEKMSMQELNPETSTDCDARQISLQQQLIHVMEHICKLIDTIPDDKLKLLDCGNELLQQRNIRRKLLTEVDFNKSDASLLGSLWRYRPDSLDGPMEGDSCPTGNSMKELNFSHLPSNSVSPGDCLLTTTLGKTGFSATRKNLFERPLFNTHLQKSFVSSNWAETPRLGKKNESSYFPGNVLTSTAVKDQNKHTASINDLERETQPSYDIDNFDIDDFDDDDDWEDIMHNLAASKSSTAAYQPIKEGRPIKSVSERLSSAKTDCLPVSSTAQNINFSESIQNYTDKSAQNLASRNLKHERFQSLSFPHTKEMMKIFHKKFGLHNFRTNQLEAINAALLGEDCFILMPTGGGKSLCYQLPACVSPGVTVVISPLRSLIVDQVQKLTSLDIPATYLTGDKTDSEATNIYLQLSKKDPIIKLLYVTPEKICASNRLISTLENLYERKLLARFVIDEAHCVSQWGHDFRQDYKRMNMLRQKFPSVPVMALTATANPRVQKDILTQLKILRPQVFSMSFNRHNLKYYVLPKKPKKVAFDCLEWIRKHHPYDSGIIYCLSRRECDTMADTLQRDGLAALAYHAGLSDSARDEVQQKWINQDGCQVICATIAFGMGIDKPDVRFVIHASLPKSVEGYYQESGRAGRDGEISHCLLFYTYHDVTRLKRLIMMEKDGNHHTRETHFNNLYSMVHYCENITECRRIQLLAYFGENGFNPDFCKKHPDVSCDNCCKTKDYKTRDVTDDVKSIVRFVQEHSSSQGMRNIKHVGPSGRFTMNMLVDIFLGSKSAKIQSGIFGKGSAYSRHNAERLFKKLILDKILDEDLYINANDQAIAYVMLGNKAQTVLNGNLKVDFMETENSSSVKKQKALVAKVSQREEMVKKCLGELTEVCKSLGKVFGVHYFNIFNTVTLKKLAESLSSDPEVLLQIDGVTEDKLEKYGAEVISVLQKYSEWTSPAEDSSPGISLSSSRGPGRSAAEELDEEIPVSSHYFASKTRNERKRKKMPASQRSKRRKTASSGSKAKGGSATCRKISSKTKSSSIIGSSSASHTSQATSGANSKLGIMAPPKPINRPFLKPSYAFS
LDHA block: LDHA (human) enzyme inhibition; 0.15% of 480,000 active; activity change, % (values are at about 110 or 230 µM); purified LDHA, NADH/diaphorase-resazurin fluorescence; stronger effect = lower value; P00338; in the data active = activity change below about -30%; inconclusive = mostly about -25% to -30%;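 note: plate controls were DMSO wells for no effect and wells without enzyme for full effect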
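Human LDH5 at 2 nM final in Tris HCl pH 7.4 with 0.06 mM NADH and 0.2 mM pyruvate, reacted 5 minutes at room temperature. Remaining NADH coupled via diaphorase/resazurin; resorufin fluorescence read at 0 and 20 minutes, normalized to enzyme-free and DMSO wells.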
Pol iota inh: DNA polymerase iota (human) inhibition; Q9UNA4; Pol iota fluorescent replication assay, 10 min; Potency, µM (highest dose often 115 µM), for the others: at the top dose activity, negative = inhibition, actives largely listed as inhibitors; 1% of 390,000 active; AID 588590; note: potency is the fitted concentration of half-maximal effect
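Pol iota at 10 nM preincubated 15 min with compounds at room temperature; reaction started with fluorescent substrate, 50 nM final. Fluorescence read kinetically at 0 and 10 min; buffer-only wells as negative control.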
POLB inh: inhibitors of human DNA polymerase beta. AID 485314. P06746. 1.3% of 340,000 active. Pol beta primer extension/strand displacement, fluorescence kinetic. Potency, µM (highest dose often 114 µM), without a hit: at the top dose activity change, negative = inhibition, most hits filed as inhibitors; note: potency is the fitted concentration of half-maximal effect; % is set by controls: 0 for no effect and ±100 for the full control effect
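Human Pol beta at 10 nM; strand-displacement substrate 50 nM final. Compound exposure 15 min at room temperature before start, reaction 10 min at room temperature.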
Pol kappa inh: blocks human DNA polymerase kappa activity | Q9UBT6 | purified Pol kappa, fluorescent DNA synthesis assay, 10 min | Potency, µM (doses to about 107 µM), inactives show top-dose activity, negative = inhibition, usual class: inhibitors | 0.53% of 400,000 active; note: potency is the fitted concentration of half-maximal effect; % is set by controls: 0 for no effect and ±100 for the full control effect
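Kinetic fluorescence readout at 0 and 10 min followed reaction start with substrate at 50 nM final. Beforehand, enzyme (10 nM Pol kappa) stood 15 min with compound at room temperature; buffer-only wells were negative controls.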
Glioma ERSR ind: induces the endoplasmic reticulum stress response in human glioma cells | Potency, µM, without a hit: top-dose activation, hits mostly activators | U87-MG GRP78 promoter luciferase reporter, 16 h | AID 602332 | 0.02% of 420,000 active; note: potency is the fitted concentration of half-maximal effect; series mostly up to about 76 µM; % of control where 0% means no effect; nearly all actives have a fitted effect of over 35% in size
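Stably transfected U87-MG glioma cells carrying a GRP78-based luciferase sensor; 16 h compound incubation. Luminescence end-point read 10 min after Bright-Glo addition at room temperature.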
APEX1 inh: APE1 (human) endonuclease inhibition; recombinant APE1, TAMRA/BHQ-2 abasic DNA cleavage fluorescence; Potency, µM (top dose mostly 65.8 µM), inactives show at the top dose activity change, negative = inhibition, most hits filed as inhibitors; 0.35% of 350,000 active;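 note: potency is the fitted concentration of half-maximal effect; plate controls were vehicle for no effect and reference inhibitor for full effect; nearly all actives have a fitted effect of over 55% in size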
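Enzyme (0.75 nM final) and test compound are incubated 15 min at room temperature before adding 50 nM quenched THF abasic-site duplex. Cleavage dequenches TAMRA, followed at 525/598 nm over three reads one minute apart.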
Pol eta inh: DNA polymerase eta (human) inhibition; Q9Y253; recombinant Pol eta, fluorescent DNA replication assay; Potency, µM (highest dose often 114 µM), without a hit: at the highest dose activity change, negative = inhibition, hits mostly inhibitors; 1.2% of 390,000 active; AID 588591; note: potency is the fitted concentration of half-maximal effect; % is set by controls: 0 for no effect and ±100 for the full control effect
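Pol eta (10 nM) was preincubated with compounds for 15 min at room temperature, after which fluorescent replication substrate (50 nM final) was added to start the reaction. Fluorescence was read kinetically at 0 and 10 min.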
Apoferritin bind: candidate novel general anesthetic via apoferritin binding; apoferritin/1-aminoanthracene competitive binding, fluorescence; Potency, µM (doses to about 77.5 µM), for inactives: at the top dose activity change, negative = displacement, usual class: inhibitors; 0.074% of 350,000 active; AID 485281; note: potency is the fitted concentration of half-maximal effect; % is set by controls: 0 for no effect and ±100 for the full control effect; nearly all actives have a fitted effect of over 20% in size
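Steps: apoferritin (10 uM) was premixed with half-saturated 1-AMA in PBS, compounds were pin-transferred, plates stood 10 min at room temperature, fluorescence was read at 380/535 nm, and curves were fitted with a Hill equation.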
Numbers without * were called inactive; ? = inconclusive; nt = not tested or not shown; & = joins results of further samples; [ ] = remark or other dose. Unless noted, calls come from the whole dose curve; as a rule, active = well fitted curve in the direction sought with a large enough effect; inconclusive = small, poorly fitted or top-dose-only effect, or another doubt; inactive = no such curve, though single readings can be large; an effect the other way counts as inactive or inconclusive.

entry	Structure	BLM helicase inh	LDHA block	Pol iota inh	POLB inh	Pol kappa inh
1	O=C(CSc1nnc(NC(=O)c2c(F)cccc2F)s1)NCC1CCCO1 (stereo not given)	nt	-3	16%	nt	-27%
2	O=C(CN(Cc1cccs1)C(=O)CNS(=O)(=O)c1ccccc1)NC1CCCC1	-1%	-6	39%[activator]	1%	3%
3	Cc1ccc(NC(=O)CN2C(=O)c3ccccc3Sc3ccc(C(=O)N4CCOCC4)cc32)cc1F	2%	-4	0%	5%	-17%[60.1 µM]
4	CC[n+]1ccc(C)c2cc(S(=O)C(F)(F)F)ccc21 (stereo not given)	2%	1	0%	18%	-15%
5	COc1ccc(S(=O)(=O)Nc2ccc3c(c2)n(C)c(=O)n3C)cc1C	4%	-6	24%	59%	-3%
6	CCC(C)NC(=O)c1ccc(CS(=O)(=O)Cc2ccc(Cl)cc2)o1 (stereo not given)	-5%	4	-2%	-1%	-7%
7	CCOc1ccc(CNC(=O)CCCc2cn(C)c3ccccc23)cc1OC	-4%&5%	-6&0	?	3%&3%	-14%[60.1 µM]
8	CCOC(=O)c1c(NC(=O)c2cc(=O)c3cc(C)cc(C)c3o2)sc(C)c1C	0%	-9	5%	9%	-6%
9	COC(=O)c1cc(NC(=O)Cc2ccc(OC)cc2)cc(C(=O)OC)c1	-1%	-3	1%	25%	-10%
10	Cc1ccc2[nH]c(=O)c(Cc3ccccc3)c(O)c2c1	-2%	-3	116%[activator]	25%	3%
11	O=S(=O)(NC1CCC(NS(=O)(=O)c2c(F)cccc2F)CC1)c1ccc2c(c1)OCCO2 (stereo not given)	nt	-9&-3	-21%	nt	-15%
12	Cc1ccc(Nc2nc(NCCCN3CCOCC3)nc(N)c2[N+](=O)[O-])cc1	-7%	-11	?	-1%	-4%

entry	Glioma ERSR ind	APEX1 inh	Pol eta inh	Apoferritin bind
1	-4%	16%	-19%	nt
2	-2%	-2%	-24%	-3%
3	-2%	nt	-8%	-8%
4	-1%	20%	-2%	-19%
5	0%	-9%	7%	4%
6	-1%	0%	-8%	-10%
7	0%&-2%	-7%	-12%&-9%	27%&1%
8	-5%	nt	-8%	4%
9	-2%	2%	-8%	?
10	-1%	11%	-21%	-4%
11	-2%	7%	-7%	nt
12	-1%	0%	-18%	-4%

Next part:
entry	Structure	BLM helicase inh	LDHA block	Pol iota inh	POLB inh	Pol kappa inh
13	CCC(C(=O)OC)n1cnc2c(nnn2-c2ccc(F)cc2)c1=O (stereo not given)	-1%	-3	13%	-2%	-9%
14	CC(C)[C@H](NC(=O)OC(C)(C)C)C(=O)N/N=C/c1cccc2nccnc12	2%	-7	17%	1%	4%
15	CCSc1nnc(SCC(=O)N2CCN(C(=O)c3ccco3)CC2)s1	-2%	-5	10%	-1%	-3%
16	CCCC(=O)Nc1c(-c2ccccc2)c(=O)c(C)nn1-c1ccccc1	2%	-9	11%	-2%	2%
17	COc1ccc(CCNC(=O)C2CCCN(S(=O)(=O)c3cccc4nonc34)C2)cc1OC (stereo not given)	-1%	1	2%	22%	-17%
18	O=C(Nc1nccs1)C1CCCN1/C=C/C(=O)C(F)(F)F (stereo not given)	0%	-4	-7%	23%	-11%
19	CCCC(c1nnnn1Cc1ccco1)N1CCN(C2CCCC2)CC1 (stereo not given)	1%	1	-8%	28%	-10%
20	COc1ccc(CNC(=O)Cn2cc(C(F)(F)F)ccc2=O)cc1OC	-2%	-12	9%	2%	2%
21	CCN1CCN(CC(=O)N2N=CCC2c2ccccc2)CC1 (stereo not given)	-5%	0	-2%	3%	-15%
22	CC(C)C[C@H](NC(=O)c1[nH]cnc1C(=O)N[C@@H](Cc1ccccc1)C(=O)OCc1ccccc1)C(=O)OC(C)(C)C	-18%	1	?	2%	-1%
23	Cc1ccc(C(=O)N(CC(=O)NC2CCCC2)c2ccc(F)cc2)s1	0%	-8	47%	39%	-21%
24	COCC1CCN(C(=O)c2ccc3oc(Cc4ccc(Cl)cc4)nc3c2)C1 (stereo not given)	nt	-2	-17%	nt	-6%

entry	Glioma ERSR ind	APEX1 inh	Pol eta inh	Apoferritin bind
13	4%	22%	-5%	-14%
14	2%	6%	-2%	?
15	-5%	16%	-6%	-6%
16	-7%	24%	-18%	4%
17	-4%	-3%	-18%	-19%
18	1%	-3%	4%	-4%
19	-3%	-4%	6%	-7%
20	-6%	15%	-11%	7%
21	-7%	-3%	-1%	-6%
22	-4%	-16%	?	5%
23	-3%	-7%	-1%	-6%
24	-2%	nt	-18%	nt

Numbers 21 to 22 from above:
entry	Structure	BLM helicase inh	LDHA block	Pol iota inh	POLB inh	Pol kappa inh
21	CCN1CCN(CC(=O)N2N=CCC2c2ccccc2)CC1 (stereo not given)	-5%	0	-2%	3%	-15%
22	CC(C)C[C@H](NC(=O)c1[nH]cnc1C(=O)N[C@@H](Cc1ccccc1)C(=O)OCc1ccccc1)C(=O)OC(C)(C)C	-18%	1	?	2%	-1%

entry	Glioma ERSR ind	APEX1 inh	Pol eta inh	Apoferritin bind
21	-7%	-3%	-1%	-6%
22	-4%	-16%	?	5%

Additional entries.
entry	Structure	BLM helicase inh	LDHA block	Pol iota inh	POLB inh	Pol kappa inh
25	COc1ccc(C(=O)Nc2ccc(Oc3ncnc4sc(-c5ccccc5)cc34)cc2)cc1OC	2%	-4	8%	3%[57.1 µM]	0%
26	COc1cccc(CNC(=O)c2ccc3nc(CCc4ccccc4)oc3c2)c1OC	-4%	-5	-1%	5%	-8%[60.1 µM]
27	Cc1csc(NC(=O)CSc2nnc(-c3ccoc3C)n2Cc2ccco2)n1	-2%	-7	?	-8%	0%
28	Cc1cc(=O)[nH]c(-c2ccccc2O)n1	-2%	10	-7%[58.9 µM]	-18%	-9%
29	CCN(CC)CCNC(=O)c1ccc(CS(=O)(=O)c2ccc(Br)cc2)o1	-11%	-2	-28%	3%	-23%
30	Cc1nnc(SCC(N)=O)n1CCc1ccccc1	2%	0	7%	18%	5%
31	COc1ccc(/C=N/NC(=O)c2ccc(CSc3nc(C)cc(C)n3)cc2)c(OC)c1OC	0%	-12	8%	-2%	-20%
32	COc1ccc(-c2c(C)nn3c(-c4ccccc4)cc(-c4ccccc4)nc23)cc1	0%	-4	17%	3%	5%
33	CN(C)c1ccc(CNn2cnnc2)cc1	-1%	10	2%	21%	-10%[60.1 µM]
34	COc1ccc(Cn2c(CNC(=O)Cc3ccc(OC)c(OC)c3)nc3cccnc32)cc1	3%	-6	-9%	11%	-7%[60.1 µM]
35	Cc1ccc(S(=O)(=O)N2CCOCC2)cc1NC(=O)Cn1ccsc1=N	-1%	0	2%	-10%	0%
36	Cc1ccc2c(c1)[nH]c1c(=O)n(CCCN3CCOCC3)cnc12	4%	-4	8%	18%	-2%

entry	Glioma ERSR ind	APEX1 inh	Pol eta inh	Apoferritin bind
25	-6%	14%	-9%	1%
26	10%	nt	-12%	-13%
27	-5%	-3%	2%	0%
28	-2%	-1%	-11%	-9%
29	-6%	5%	-12%	12%
30	-5%	-1%	-8%	-3%
31	-3%	4%	-10%	0%
32	nt	nt	nt	3%
33	-4%	-3%	-2%	-14%
34	-3%	nt	-3%	-10%
35	-2%	-2%	-13%	-12%
36	-3%	-2%	-2%	-9%

Later entries
entry	Structure	BLM helicase inh	LDHA block	Pol iota inh	POLB inh	Pol kappa inh
37	CC(=O)CC[C@@H](C)O[C@@H]1OC(C)[C@H](O)CC1O (stereo not given in full)	nt	-15	-3%	nt	-2%
38	CC(C)CNC(=O)c1ccccc1NC(=O)CN(c1ccccc1)S(=O)(=O)N(C)C	-6%	-11	57%[activator]	2%	-2%
39	COc1ccc(-c2cnn(C3CCS(=O)(=O)C3)c2N)cc1 (stereo not given)	0%	-2	24%	-5%	-7%
40	CCOC(=O)C1CCN(c2nc3ccccc3nc2C(C#N)C(=O)OC(C)COC)CC1 (stereo not given)	-8%	3	3%	8%	-4%
41	Cc1ccnc(NC(=O)c2ccc([N+](=O)[O-])s2)c1	-1%	-5	-8%	82%	9%
42	COc1ccccc1-c1cn[nH]c1-c1ccc(OCc2ccccc2F)cc1O	-18%	-1	26%	-12%	-6%
43	C=CCN1C(=O)/C(=C\c2ccc(Cl)cc2)N=C1SCC(=O)NCCC	-1%	-8	-1%	-5%	-1%
44	COc1cc(CN2CCNC(=O)C2CC(=O)N(C)Cc2cccnc2)cc(OC)c1 (stereo not given)	-3%	1	-6%	0%	-2%
45	CCCC/C=C/[C@@H](c1ccccc1)C1COC(=O)CC1O (stereo not given in full)	0%	nt	?	nt	-6%

entry	Glioma ERSR ind	APEX1 inh	Pol eta inh	Apoferritin bind
37	-4%	1%	-4%	nt
38	-2%	3%	-14%	-13%
39	-3%	-3%	-15%	5%
40	-1%	0%	-22%	-4%
41	7%	5%	0%	-6%
42	-14%	4%	-25%	-14%
43	-2%	10%	-6%	4%
44	-3%	0%	-8%	-8%
45	-5%	-1%	nt	-9%

Shown with values under each structure: part of the list above
Results follow in this order: BLM helicase inh, LDHA block, Pol iota inh, POLB inh, Pol kappa inh, Glioma ERSR ind, APEX1 inh, Pol eta inh, Apoferritin bind
(20) COc1ccc(CNC(=O)Cn2cc(C(F)(F)F)ccc2=O)cc1OC
 : -2%, -12, 9%, 2%, 2%, -6%, 15%, -11%, 7%
(21) CCN1CCN(CC(=O)N2N=CCC2c2ccccc2)CC1 (stereo not given)
 : -5%, 0, -2%, 3%, -15%, -7%, -3%, -1%, -6%
(22) CC(C)C[C@H](NC(=O)c1[nH]cnc1C(=O)N[C@@H](Cc1ccccc1)C(=O)OCc1ccccc1)C(=O)OC(C)(C)C
 : -18%, 1, ?, 2%, -1%, -4%, -16%, ?, 5%
(23) Cc1ccc(C(=O)N(CC(=O)NC2CCCC2)c2ccc(F)cc2)s1
 : 0%, -8, 47%, 39%, -21%, -3%, -7%, -1%, -6%

Compound activity: PubChem, National Center for Advancing Translational Sciences (NCATS)

Not all compounds are listed; rates above refer to the full screens.
